Screening results (PubChem)
Anesthetic bind: candidate novel general anesthetic via apoferritin binding | 0.074% of 350,000 active | P02791 | Potency, µM (highest dose often 77.5 µM), for the others: at the highest dose activity change, negative = displacement, hits mostly inhibitors | apoferritin/1-aminoanthracene competitive binding, fluorescence; further: potency means the concentration at half of the fitted maximal effect; on the % scale 0 is the no-effect control and ±100 the full control effect; nearly all actives have a fitted effect of over 20% in size
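Probe: 1-aminoanthracene (50% saturated, PBS). Protein: horse-spleen apoferritin, 10 uM. Incubation: 10 min, room temperature. Detection: 380 nm excitation, 535 nm emission. Analysis: normalized response, four-parameter Hill.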
POLK inh: DNA polymerase kappa (human) inhibition; purified Pol kappa, fluorescent DNA synthesis assay, 10 min; Potency, µM (highest dose often 107 µM), inactives show at the highest dose activity, negative = inhibition, actives largely listed as inhibitors; 0.53% of 400,000 active; further: potency means the concentration at half of the fitted maximal effect; on the % scale 0 is the no-effect control and ±100 the full control effect
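Readout: fluorescence, taken kinetically at 0 and 10 min. Conditions: 10 nM Pol kappa, 15 min RT compound preincubation, 50 nM substrate final. Controls: enzyme-free buffer wells.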
ERG-DNA inh: inhibitors of human ERG Ets domain-DNA interaction; fluorescence polarization, His-ERG Ets domain / labelled DNA; Potency, µM (doses to about 76.9 µM), for the others: at the highest dose FP activity, negative = inhibition, most hits filed as inhibitors; 0.028% of 370,000 active; AID 624246; active means well fitted inhibition curve with a large enough effect in the polarisation, with a control signal flat; inconclusive means small, poorly fitted or top-dose-only effect, or effect the other way, or a change in a side signal; inactive means no such curve, though single readings can be large or run the other way; the % refers to the polarisation;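 further: polarization taken with two DNA probes labelled with fluorescein and Texas red; potency means the concentration at half of the fitted maximal effect; % of control where 0% means no effect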
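His-tagged ERG Ets domain (1 uM in the protein solution; 300mM KCl, 50mM Tris-HCl, 1mM EDTA, 1mM DTT, pH 7.5) received compound, then a probe mix of 5 nM fluorescein-DNA and 100nM Texas-615-DNA. Fluorescence polarization was read for both dyes.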
POLB inh: blocks human DNA polymerase beta activity. P06746. Pol beta primer extension/strand displacement, fluorescence kinetic. Potency, µM (top dose mostly 114 µM), without a hit: top-dose activity change, negative = inhibition, most hits filed as inhibitors. 1.3% of 340,000 active. AID 485314; further: potency means the concentration at half of the fitted maximal effect; on the % scale 0 is the no-effect control and ±100 the full control effect
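Homogeneous kinetic assay of primer extension and strand displacement by 10 nM Pol beta, preincubated 15 min at room temperature with compound before 50 nM substrate (final) was added. Read at 0 and 10 min; four-parameter Hill fit.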
LDHA inh: LDHA (human) enzyme inhibition; P00338; purified LDHA, NADH/diaphorase-resazurin fluorescence; stronger effect = lower value; activity change, % (values are at about 110 or 230 µM); 0.15% of 480,000 active; in the data active means activity change below about -30%; inconclusive means mostly about -25% to -30%;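 further: plate controls were DMSO wells for no effect and wells without enzyme for full effect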
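LDH5 2 nM; NADH 0.06 mM, pyruvate 0.2 mM; 200 mM Tris pH 7.4, EDTA, Tween-20; 5 min RT. Detection: diaphorase 0.133 mg/mL + resazurin 37 µM, fluorescence ex540/em590 at 0 and 20 min; normalized to enzyme-free and DMSO wells.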
Pol eta inh: DNA polymerase eta (human) inhibition. Q9Y253. recombinant Pol eta, fluorescent DNA replication assay. Potency, µM (doses to about 114 µM), inactives show at the highest dose activity change, negative = inhibition, most hits filed as inhibitors. 1.2% of 390,000 active; further: potency means the concentration at half of the fitted maximal effect; on the % scale 0 is the no-effect control and ±100 the full control effect
Target sequence (Q9Y253 whole entry, looked up): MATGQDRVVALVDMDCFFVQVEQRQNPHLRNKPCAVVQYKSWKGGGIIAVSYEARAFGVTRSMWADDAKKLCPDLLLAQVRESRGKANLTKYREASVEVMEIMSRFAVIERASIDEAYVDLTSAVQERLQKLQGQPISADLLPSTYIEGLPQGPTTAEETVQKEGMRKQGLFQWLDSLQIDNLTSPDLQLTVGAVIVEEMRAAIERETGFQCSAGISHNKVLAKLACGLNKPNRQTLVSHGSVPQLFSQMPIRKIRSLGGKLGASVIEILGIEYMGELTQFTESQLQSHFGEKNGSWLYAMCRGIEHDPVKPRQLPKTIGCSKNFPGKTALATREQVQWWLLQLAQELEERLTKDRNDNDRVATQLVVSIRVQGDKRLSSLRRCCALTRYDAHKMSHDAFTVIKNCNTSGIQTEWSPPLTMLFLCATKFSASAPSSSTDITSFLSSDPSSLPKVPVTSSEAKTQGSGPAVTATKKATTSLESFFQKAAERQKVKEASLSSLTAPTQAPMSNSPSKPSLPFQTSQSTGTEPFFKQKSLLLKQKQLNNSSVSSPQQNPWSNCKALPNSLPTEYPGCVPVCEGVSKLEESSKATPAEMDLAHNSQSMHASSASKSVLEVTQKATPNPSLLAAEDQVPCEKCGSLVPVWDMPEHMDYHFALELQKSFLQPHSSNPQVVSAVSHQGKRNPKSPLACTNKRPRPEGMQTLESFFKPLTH
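Fluorescent replication assay: 50 nM final substrate added after a 15 min room-temperature compound preincubation with 10 nM enzyme. Signal taken at 0 min and again at 10 min.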
APE1 inh: inhibitors of human APE1 endonuclease | P27695 | recombinant APE1, TAMRA/BHQ-2 abasic DNA cleavage fluorescence | Potency, µM (top dose mostly 65.8 µM), for the others: top-dose activity change, negative = inhibition, actives largely listed as inhibitors | 0.35% of 350,000 active;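 further: potency means the concentration at half of the fitted maximal effect; plate controls were vehicle for no effect and reference inhibitor for full effect; nearly all actives have a fitted effect of over 55% in size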
Target sequence (P27695 whole entry, looked up): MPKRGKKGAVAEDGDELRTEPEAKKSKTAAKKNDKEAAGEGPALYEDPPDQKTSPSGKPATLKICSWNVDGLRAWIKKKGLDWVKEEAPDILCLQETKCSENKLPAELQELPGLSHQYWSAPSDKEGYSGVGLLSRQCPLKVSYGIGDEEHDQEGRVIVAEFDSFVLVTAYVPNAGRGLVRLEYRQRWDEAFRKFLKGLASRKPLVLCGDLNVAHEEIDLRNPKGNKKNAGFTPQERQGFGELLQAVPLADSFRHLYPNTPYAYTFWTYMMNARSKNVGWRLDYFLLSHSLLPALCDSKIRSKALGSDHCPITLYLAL
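Enzyme (0.75 nM final) and test compound are incubated 15 min at room temperature before adding 50 nM quenched THF abasic-site duplex. Cleavage dequenches TAMRA, followed at 525/598 nm over three reads one minute apart.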
RGS4 inh: blocks human RGS4-accelerated GTP hydrolysis; P49798; Potency, µM (titrated, usually from 114 µM), for the others: at the top dose activity change, negative = inhibition, hits mostly inhibitors; 0.039% of 390,000 active; Transcreener GDP fluorescence polarization, RGS4-accelerated GTP hydrolysis; further: potency means the concentration at half of the fitted maximal effect; on the % scale 0 is the no-effect control and ±100 the full control effect; nearly all actives have a fitted effect of over 75% in size; some results filed as inactive show a strong effect at the top dose
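MLSMR compounds (23 nl, pin-transferred) preincubated 10 min at room temperature with a 500nM (2x) first reagent, then RGS4 at 900nM (2x) plus Transcreener GDP mix added; fluorescence polarization (620/688 nm) read before and after 90 min at 30 °C.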
ALOX12 inh: blocks human arachidonate 12S-lipoxygenase | 1.1% of 580,000 active | P18054 | Potency, µM (highest dose often 108 µM), for the others: at the top dose activity change, negative = inhibition, hits mostly inhibitors | purified 12hLO, xylenol orange hydroperoxide absorbance; further: potency means the concentration at half of the fitted maximal effect; on the % scale 0 is the no-effect control and ±100 the full control effect
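Purified human 12hLO (150 nM final) in 25 mM Hepes, 0.01% Triton X-100, pH 7.0 was preincubated 15 min at room temperature with compound. Then 40 uM arachidonic acid was added, 30 min. Hydroperoxide was read by Fe-XO absorbance ratio 573/405 nm.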
Active calls of the source: *; ? = inconclusive; · = not tested or not shown; & = joins results of further samples; [ ] = another dose, or the depositor's remark. Unless noted, the call rests on the fitted dose curve; in most records, active means well fitted curve in the direction sought with a large enough effect; inconclusive means small, poorly fitted or top-dose-only effect, or another doubt; inactive means no such curve, though single readings can be large; an effect the other way counts as inactive or inconclusive. The list is partial; count on the stated rates, not on these rows.

SMILES | Anesthetic bind | POLK inh | ERG-DNA inh | POLB inh | LDHA inh | Pol eta inh | APE1 inh | RGS4 inh | ALOX12 inh
COC(=O)c1cc(OC)c(OC)cc1NC(=O)c1ccc(OC)c(OC)c1 | -4% | 0% | -8% | 0% | 0 | -9% | ? | 1% | -4%
O=C(Nc1ccc(-n2nncc2-c2ccco2)cc1)c1ccc(F)cc1 | -23% | -11% | -1% | 14% | -7 | -8% | -7% | 2% | -13%
COCCN(CCOC)S(=O)(=O)c1ccc(C(=O)Nc2ccc(S(=O)(=O)Nc3nccc(C)n3)cc2)cc1 | -6% | 4% | -1% | -26% | 1 | -14% | 0% | -22% | -2%
Cc1cc(C)n(-c2ncnc3ccccc23)n1 | -5% | -5% | -5% | -10% | -7 | -17% | -3% | 7% | 11%
Cc1ccccc1NC(=O)CSc1ccsc1[N+](=O)[O-] | -10% | 35µM* | 11% | 20µM* | -6 | 2.8µM* | ? | -38% | ?
Cc1cc[n+](CC(=O)c2ccc(NC(=O)c3ccccc3)cc2)cc1 | -12% | -8% | -4% | 7% | -4 | -1% | 2% | 5% | 4%
COc1ccc(NC(=O)N(C)C[C@H]2Oc3ccc(NC(=O)C4CCCCC4)cc3C(=O)N([C@H](C)CO)C[C@@H]2C)cc1 | · | 3% | 5% | · | -5 | -15% | -7% | 10% | 0%
Cc1cc(/C=N/n2cnnc2)c(C)n1-c1ccc(OCc2ccc(Cl)cc2Cl)cc1 | -20% | -11% | 7% | -2% | -2 | -16% | -8% | -52% | ·
CCOC(=O)CNS(=O)(=O)CCN1C(=O)c2ccccc2C1=O | -6% | -2% | -1% | 1% | -4 | -4% | 2% | -10% | 6%
COc1cccc(/C=C/C(=O)Nc2cccc(C(C)=O)c2)c1OC | -16% | 1% | 5% | 8% | 1 | -13% | -7% | 11% | -10%
Cc1cc2c(cc1S(=O)(=O)N1CCN(c3ccccc3)CC1)OCCN2C | 5% | 7% | -9% | ? | 1 | -10% | 5% | -11% | 35%[activator]
Cc1ccc(NC(=O)c2ncn(CCCN3CCN(c4ncccn4)CC3)n2)cc1C | · | -10% | 1% | · | -13 | -13% | · | 5% | -3%
Cc1ccc(S(=O)(=O)N(CC(=O)Nc2ccccc2C(=O)O)c2ccccc2C)cc1 | -6% | -15% | -3% | 23% | -3 | -1% | 2% | 12% | 0%
O=C(COC(=O)c1ccccn1)NCc1cccs1 | · | 2% | -5% | · | -11 | 4% | 18% | 1% | -25%
O=C(NNS(=O)(=O)c1ccc(Cl)cc1)c1ccc(S(=O)(=O)N2CCCCC2)cc1 | 8% | -8% | -16% | -15% | -2 | -9% | 11% | ? | -19%
CC1CCC(NC(=O)C2CCC(CNS(=O)(=O)c3ccccc3)CC2)CC1 (centres undefined) | -2% | 3% | -13% | -1% | -5 | -10% | 34% | 19% | -4%
CCC(=O)N(CCC(c1ccc(C)cc1)c1ccco1)Cc1ccco1 (centres undefined) | -3% | ? | 1% | 25µM* | -5 | ? | 2% | -49% | ?
COc1ccc(-c2csc3ncnc(NCCO)c23)cc1 | -1% | 9% | 10% | -1% | 1 | -8% | 37% | -11% | 11%
O=C(CC1CCCCC1)NCc1cn2ccsc2n1 | -7% | 0% | 5% | 23% | -3 | -4% | -1% | -31% | 0%
Cc1ccc2cc(CN(Cc3ccco3)C(=O)c3ccccc3)c(=O)[nH]c2c1C | -13% | 5% | 9% | 2% | -2 | -12% | 2% | -25% | 0%
O=Cc1ccc(N2CCCCCC2)cc1 | ? | -2% | -8% | 4% | -2 | 2% | 2% | ? | -2%
C=CCN(CC=C)Cc1c(C)[nH]c2ccc(C(=O)OCC)cc2c1=O | -11% | -7% | · | 16% | -8 | 14% | 2% | 8% | 2%
O=C(CCC(=O)N1CCN(Cc2ccc(F)cc2)CC1)Nc1nnc(C2CCCCC2)s1 | -3% | -11% | -3% | 0% | -4 | -12% | 6% | 10% | 6%
CC(C)c1nc2ccccc2n1CC(O)COC1CCCCC1 (centres undefined) | -6% | 2% | 24% | 7% | -2 | -11% | 5% | -30% | 11%
CCS(=O)(=O)c1ccc2oc(SCC(=O)c3ccco3)nc2c1 | -16% | -11% | 1% | 0% | 4 | 16µM* | -5% | -53% | 0%
CSc1ncnc2[nH]ncc12 | · | 0% | -6% | · | -8 | -14% | · | 2% | 6%
Cc1cccc(N2CCN(S(=O)(=O)c3ccc4[nH]c(=O)ccc4c3)CC2)c1C | -15% | -26% | 11% | -19% | -1 | 5% | -20% | -19% | 18%
Clc1ccc(C2=NN(c3ccccc3)C(c3ccco3)C2)cc1 (centres undefined) | 52%[activator] | -1% | 8% | 0% | -1 | -8% | -1% | -23% | 0%
Cc1ccccc1-c1nc(CN2CCCC(C(=O)NCc3cccnc3)C2)c(C)o1 (centres undefined) | -6% | -7% | -2% | 18% | 0 | 8% | ? | 42% | -12%
COc1ccc(-n2nc3c(=O)[nH][nH]c3cc2=O)cc1 | -13% | -36% | -2% | ? | 12 | ? | ? | 15% | -12%
CCCNC(=O)CN1C(=O)NC2(CCCc3cc(OC)ccc32)C1=O (centres undefined) | -7% | -9% | 0% | 3% | -4 | -15% | -2% | 16% | 0%
O=C(CN1CCCC1)Nc1sc2c(c1C(=O)Nc1ccc(Br)cc1)CCC2 | -17% | 5% | 6% | -2% | -2 | -3% | 7% | 7% | 10%
CCN1c2ccccc2S(=O)(=O)c2ccccc21 | -4% | 1% | 8% | -1% | -2 | -16% | 63%[activator] | 11% | 14%
CC1CCCC(NC(=O)c2cn(C)c3ccc(S(=O)(=O)N4CCCC4)cc3c2=O)C1C (centres undefined) | -5% | · | · | -23% | · | · | 2% | · | -15%
COc1ccc2nc(NC(=O)CSc3nc(C)cc(C)n3)sc2c1 | -16% | -18% | -4% | 0% | -3 | -8% | 1% | 30% | -5%
NC(=O)c1ccc(OCC(F)(F)C(F)(F)C(F)(F)C(F)(F)C(F)(F)C(F)F)cc1 | ? | -13% | · | 0% | 6 | -13% | -11% | -28% | 7%
O=C(CNS(=O)(=O)c1ccccc1)OCC(=O)c1ccc(Br)cc1 | -10% | -12% | 10% | 4% | -15 | 2% | 15% | -13% | -14%
CC(NC(=O)COC(=O)CCN1C(=O)C2CC=CCC2C1=O)c1ccc(Br)cc1 (centres undefined) | · | -5% | 4% | · | 2 | -11% | 11% | -13% | 330%[activator]
COc1ccc(NC(=O)NN2CCN(C)CC2)cc1OC | -2% | 8% | 2% | 24% | -1 | -6% | 5% | -4% | ?
COC(=O)c1ccc(NC(=S)NCCC2=CCCCC2)cc1 | -9% | -11% | · | 1% | -15 | -14% | 1% | 4% | -5%

Continued; the last 2 above are carried over.
SMILES | Anesthetic bind | POLK inh | ERG-DNA inh | POLB inh | LDHA inh | Pol eta inh | APE1 inh | RGS4 inh | ALOX12 inh
COc1ccc(NC(=O)NN2CCN(C)CC2)cc1OC | -2% | 8% | 2% | 24% | -1 | -6% | 5% | -4% | ?
COC(=O)c1ccc(NC(=S)NCCC2=CCCCC2)cc1 | -9% | -11% | · | 1% | -15 | -14% | 1% | 4% | -5%
Cn1c(=O)cc(OCC(=O)NCc2ccccn2)c2ccccc21 | -10% | -6% | 4% | 9% | 0 | 11% | 1% | 7% | 0%
CCCn1c(COc2ccc(C(=O)O)cc2)nc2ccccc21 | -13% | -1% | 1% | -21% | -2 | -10% | 28% | 31% | -8%
Cc1ccc(/C=C2\CC(C)CC3=C2NC(=S)NC3c2ccc(C)cc2)cc1 (centres undefined) | -9% | -11% | -5% | -1% | -10 | -21% | -7% | ? | ?
COc1ccc(OCC(=O)N/N=C/c2ccc(O[C@@H]3O[C@H](CO)[C@@H](O)[C@H](O)[C@H]3O)cc2)cc1 | -15% | -3% | -11% | 4% | 5&-2 | -12% | 3% | -11% | 27%&0%
Cc1c(CN2CCCC(CO)(Cc3cccc(Cl)c3)C2)cnn1C (centres undefined) | -4% | 1% | 1% | 12% | 0 | -21% | 3% | 8% | -9%
Cc1noc(C)c1COc1ccc(C(=O)OCC(=O)N2CC(=O)Nc3ccccc32)cc1 | -2% | -11% | 6% | 3% | -4 | -6% | -4% | 22% | 24%
CCOC(=O)c1[nH]c(COC(=O)C2CC(=O)N(Cc3ccccc3)C2)c(C(=O)OCC)c1C (centres undefined) | -22% | -3% | -2% | 9% | -1 | -5% | ? | -5%[11.4 µM] | 0%
O=C(NC1CC(=O)N(c2cccc(F)c2)C1)c1ccc(S(=O)(=O)N2CCCCC2)cc1 (centres undefined) | 0% | -8%[60.1 µM] | -8% | 7% | -16 | -12% | · | 16% | ?
Cc1ccsc1CN(C)C(=O)CCc1nnc(COc2ccccc2)o1 | -15% | -6% | 1% | 0% | -8 | -15% | -1% | -2% | -3%
CCOC(=O)N1CCN(C(=O)C(NS(=O)(=O)c2cccc3nsnc23)c2ccccc2)CC1 (centres undefined) | -11% | 2% | 0% | 0% | -9 | -2% | 10% | -7%[11.4 µM] | 0%
CCN(CC)C(=O)CSc1nc(O)cc(=O)n1-c1ccccc1OC | -4% | 2% | -11% | 10% | -6 | 0% | -1% | 10% | ?
CCCn1c(=O)c2ccccc2n2c(SCC(=O)/C(C#N)=C(\C)N)nnc12 | -5% | -5% | · | 39% | -2 | -8% | 0% | -10% | -29%
